Assay outcomes deposited in PubChem by several laboratories.
PTPN22 inh 2 – blocks human PTPN22 phosphatase activity; recombinant LYP catalytic domain, DiFMUP fluorescence; inhibition, % at 2 µM; actives 0.21% (n = 96,000); AID 640;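 active = inhibition at 2 µM at or above a set limit, the screen mean plus 3 SD, cut at about 24% in these data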;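 note: 0% = DMSO with enzyme and 100% = enzyme fully blocked by orthovanadate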
Target sequence (Q9Y2R2 whole entry, looked up, the tested form may be a part): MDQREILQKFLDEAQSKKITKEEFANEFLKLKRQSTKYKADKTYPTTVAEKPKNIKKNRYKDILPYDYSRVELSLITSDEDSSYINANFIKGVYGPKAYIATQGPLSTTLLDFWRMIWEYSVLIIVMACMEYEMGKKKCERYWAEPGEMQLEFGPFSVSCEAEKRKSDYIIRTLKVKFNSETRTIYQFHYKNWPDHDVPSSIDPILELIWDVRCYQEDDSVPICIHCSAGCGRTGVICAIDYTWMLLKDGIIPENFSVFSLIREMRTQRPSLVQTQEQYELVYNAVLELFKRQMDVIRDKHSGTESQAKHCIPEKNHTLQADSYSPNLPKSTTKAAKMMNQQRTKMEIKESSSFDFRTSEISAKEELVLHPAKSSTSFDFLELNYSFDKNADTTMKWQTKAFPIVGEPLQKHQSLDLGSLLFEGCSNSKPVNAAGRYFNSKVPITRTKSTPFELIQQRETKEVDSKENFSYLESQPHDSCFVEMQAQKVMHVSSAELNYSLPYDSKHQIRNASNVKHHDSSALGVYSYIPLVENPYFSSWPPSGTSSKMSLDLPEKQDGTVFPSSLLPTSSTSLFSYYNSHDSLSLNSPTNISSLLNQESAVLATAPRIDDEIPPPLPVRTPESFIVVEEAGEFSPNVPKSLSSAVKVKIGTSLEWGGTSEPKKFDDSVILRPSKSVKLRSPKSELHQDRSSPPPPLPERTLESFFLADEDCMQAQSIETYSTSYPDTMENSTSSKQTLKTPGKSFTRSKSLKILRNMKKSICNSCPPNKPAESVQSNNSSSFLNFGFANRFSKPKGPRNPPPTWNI
CYP2C9 inhib – human CYP2C9 inhibition | P11712 | AID 777 | inhibition, % at 5 µM | CYP2C9 Supersomes, luciferin-H conversion, luminescence | actives 20% (n = 96,000);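 active = blocking of liver enzyme CYP2C9 beyond about 50% at 5 µM, limit read from the data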; note: values of inactives mirror those of a sister screen read the other way
PLK1 inh – PLK1 (human) kinase inhibition. inhibition, % at 10 µM. AID 619. recombinant PLK1 kinase, TR-FRET peptide phosphorylation. actives 0.53% (n = 97,000);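 active = inhibition of 50% or more in the single-concentration screen; inactive = inhibition below 50%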;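 note: 0% = DMSO max control and 100% = H-89 dihydrochloride min control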
Calb biofilm kill – kills Candida albicans biofilms. C. albicans biofilm + clotrimazole, Alamar Blue. inhibition, % at 6 µM. actives 0.14% (n = 85,000);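 active = inhibition above 20%; inactive = inhibition below 20%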;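 note: preformed 24 hr biofilms exposed to compound for 48 hr; 0% = biofilm without compound and 100% = blank killed by clotrimazole plus chlorhexidine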
Rev-RRE block – disrupts HIV-1 Rev binding to RRE RNA; Rev peptide-RRE RNA binding, FRET; actives 0.79% (n = 97,000); inhibition, % at 8 µM;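 active = inhibition above the screen-wide mean plus 3 SD, cut at about 35% in these data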;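 note: 0% = median DMSO wells and 100% = median Neomycin B control wells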
Target sequence (P05866 whole entry, looked up): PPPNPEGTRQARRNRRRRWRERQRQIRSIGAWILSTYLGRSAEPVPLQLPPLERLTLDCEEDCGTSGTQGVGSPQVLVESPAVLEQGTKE
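Test system – labelled RRE RNA duplex and labelled Rev peptide · Reagent – labelled Rev peptide · Doses – one concentration, 8 µM nominal · Incubation – 5 + 15 min at 25 °C · Signal – FRET fluorescence readout · Read-out basis – % inhibition of FRET ratio versus controls · Control set – DMSO wells as 0% and neomycin B wells as 100% inhibition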
EphB4 antag – blocks human EphB4 binding to ephrin-B2. P54760. EphB4 LBD / TNYL-RAW-Alexa532 peptide, fluorescence polarization. inhibition, % at 7 µM. actives 0.15% (n = 97,000). AID 720;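 active = inhibition above the screen-wide mean inhibition plus 3 SD, cut at about 15% in these data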;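 note: 0% = DMSO wells and 100% = excess unlabeled TNYL-RAW peptide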
PLK1 PBD inh – Plk1 (human) PBD binding inhibition | P53350 | Plk1 PBD phosphopeptide binding, fluorescence polarization | inhibition, %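 (tested at about 20 µM)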 | actives 0.13% (n = 97,000); in the data active = inhibition above about 34%, passing the limit was not always enough
LYP act – increases human PTPN22 phosphatase activity. Q9Y2R2. recombinant LYP, DiFMUP fluorescence; 0 = plate median, 100 = signal doubled. activation, % at 2 µM. actives 0.11% (n = 96,000). AID 697;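 active = activation at 2 µM above a set limit, the mean plus 5 SD, cut at about 37% in these data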
CYP2C9 activ – activators of human CYP2C9 | P11712 | recombinant CYP2C9, luciferin-H conversion, luminescence; active compounds read high; factor 1 = untreated enzyme, 0 = blocked | activation factor at 5 µM | actives 1.4% (n = 96,000) | AID 1024;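 active = activation factor of 2 or more for CYP2C9 at a 5 µM dose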;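 note: 0 = sulfaphenazole-blocked wells and 1 = vehicle-only wells; values of inactives mirror those of a sister screen read the other way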
The depositor's hits bear a star; . = not tested or not shown.

Each structure is followed by: PLK1 inh | LYP act | EphB4 antag | CYP2C9 inhib | CYP2C9 activ | Calb biofilm kill | Rev-RRE block | PTPN22 inh 2 | PLK1 PBD inh
COc1ccc(Cl)cc1NC(=O)Nc1cccc([N+](=O)[O-])c1C
 : -12 | 3 | 0 | 3 | 1 | . | 3 | 1 | -25
CC1Cc2cc(/C(O)=C3/C(=O)C(=O)N(CCN4CCOCC4)C3c3cccc(O)c3)ccc2O1 (stereo not drawn)
 : 11 | -2 | 3 | -1 | 1 | 4 | 9 | 1 | -13
CCn1c(SCc2nc3ccccc3[nH]2)nnc1-c1cnccn1
 : -6 | -6 | 2 | 8 | 0.9 | 4 | 7 | 4 | -19
Clc1ccc(OCc2nnc(SCc3nnc(-c4ccccc4)o3)o2)c(Cl)c1
 : -7 | 3 | -13 | 32 | 0.7 | 0 | 2 | -4 | -22
COc1ccccc1-c1cc(C(F)(F)F)nc(S(=O)(=O)CCCC(=O)N2CCOCC2)n1
 : -4 | -1 | 11 | -47 | 1.5 | -5 | 8 | -1 | -18
CCOC(=O)Cc1c(C)c2c(C)nn(-c3ccccc3)c2oc1=O
 : -1 | 1 | -5 | 35 | 0.7 | 7 | 2 | -2 | 1
Nc1cc(N)nc(SCCN2CCCCC2)n1
 : -2 | 2 | -2 | 9 | 0.9 | 5 | 3 | -4 | -29
COCCn1c(=O)[nH]c2cc(C(=O)NCc3ccccc3)ccc2c1=O
 : -10 | -4 | 6 | -1 | 1 | -2 | 5 | 4 | 15
COc1ccc([N+](=O)[O-])cc1COc1ccc2c(-c3ccccc3)cc(=O)oc2c1
 : -7 | 0 | -7 | 26 | 0.7 | . | 9 | 2 | -2
CNC(=S)NNC(=O)COc1ccccc1C
 : 0 | -3 | 2 | 7 | 0.9 | . | 9 | 6 | 25
COc1cc2c(C(=O)NCCCOC(C)C)cn(CC(C)C)c(=O)c2cc1OC
 : 7 | -8 | -6 | 6 | 0.9 | 4 | 0 | 6 | 18
Brc1ccc2[nH]ncc2c1
 : 51* | 3 | -7 | . | . | 7 | 1 | -7 | -6
Nc1nonc1-c1noc(N2CCOCC2)n1
 : -13 | 3 | -5 | . | . | -3 | 6 | -5 | -11
CCSc1nnc(NC(=O)C2CCCCC2)s1
 : -8 | -1 | 7 | 27 | 0.7 | 7 | 5 | 1 | -6
CCC(Sc1ccc2nnc(-c3ccc(F)cc3)n2n1)C(=O)OC (stereo not drawn)
 : -15 | 18 | 2 | 61* | 0.4 | 1 | 2 | -22 | 30
O=C(Nc1ccc2c(c1)CCC2)c1cccc(S(=O)(=O)N2CCN(c3ccc(F)cc3)CC2)c1
 : -6 | -11 | 3 | 40 | 0.6 | 8 | 6 | 14 | -2
Cc1ccc(C(CC(=O)NCc2ccco2)c2ccc(OC(C)C)cc2)cc1 (stereo not drawn)
 : -9 | 3 | 0 | . | . | -1 | 6 | -6 | -21
COc1ccc(NC(=O)ON=C2c3ccccc3-c3ccccc32)cc1
 : 9 | 6 | -9 | 16 | 0.8 | . | 9 | -3 | -25
CCCC/C(C)=N/NC(=O)Nc1ccccc1
 : -11 | 0 | -9 | 2 | 1 | . | -1 | 4 | -8
CCOC(=O)C(C(C)=O)C(c1ccc(OCCC(C)C)cc1)C(C(C)=O)C(=O)OCC (stereo not drawn)
 : -8 | 2 | 0 | . | . | 7 | -4 | -1 | 14
Cc1ccc(S(=O)(=O)CCCS(=O)(=O)c2ccc(C)cc2)cc1
 : -11 | -9 | 3 | 38 | 0.6 | . | -2 | 13 | -38
COc1ccc(C2CC(c3ccc(Cl)cc3)Nc3nc(NC(=O)c4ccco4)nn32)cc1 (stereo not drawn)
 : -8 | -7 | 3 | . | . | 5 | 4 | 9 | 12
O=C(Oc1ccc(Br)cc1C(=S)N1CCCC1)c1ccccc1Cl
 : -9 | -12 | -6 | 35 | 0.6 | . | 1 | 15 | -5
CCCOc1ccccc1C(=O)NCCCC(=O)O
 : -14 | -11 | 2 | -8 | 1.1 | 10 | 9 | 11 | 2
COCCSc1ccccc1C(=O)Nc1nnc(COC)s1
 : -8 | 0 | 3 | 20 | 0.8 | 7 | 1 | -4 | -10
CCCCOc1ccc(S(=O)(=O)n2c(C)nc3ccccc32)cc1
 : 2 | 3 | -6 | 67* | 0.3 | 0 | 2 | 1 | -32
CCCCCNC(=O)CCc1ccccc1
 : 1 | 6 | 0 | . | . | -2 | 5 | -9 | -2
Cc1ccccc1N1CCN(C(=O)CCN2C(=O)c3ccccc3C2=O)CC1
 : -18 | 2 | -5 | 11 | 0.9 | . | 3 | -5 | -22
COc1cccc(-c2nc(CS(=O)CC(=O)O)c(C)o2)c1 (stereo not drawn)
 : -9 | 4 | -6 | 10 | 0.9 | 10 | 1 | -4 | 16
FC(F)(F)c1nc(-c2cccs2)ncc1-c1nnnn1-c1ccc(Cl)cc1
 : -5 | -4 | 3 | 52* | 0.5 | . | 8 | 3 | 3

(cont.)
Each structure is followed by: PLK1 inh | LYP act | EphB4 antag | CYP2C9 inhib | CYP2C9 activ | Calb biofilm kill | Rev-RRE block | PTPN22 inh 2 | PLK1 PBD inh
CC(=O)Nc1cc(S(=O)(=O)Nc2ccc(C)cc2)c(C)cc1C
 : -8 | 2 | -5 | 19 | 0.8 | . | 2 | 3 | -7
CCOC(=O)c1ccc2nc(NC(=O)c3ccco3)sc2c1
 : -10 | -3 | -6 | . | . | 1 | 2 | 2 | -10
COc1ccccc1C(=O)Nc1ccc(S(=O)(=O)N2CCOCC2)cc1
 : -13 | -1 | -6 | -418 | 5.2* | -1 | 5 | 3 | -18
COc1ccc(CNc2nc3nc4c(c(=O)n3[nH]2)CCC4)cc1
 : -5 | 18 | 2 | 17 | 0.8 | 7 | 4 | -16 | -16
Cc1onc(-c2ccncc2)c1C(=O)O
 : -9 | 13 | 10 | 11 | 0.9 | 5 | -2 | -15 | -5
COC(=O)/C(N=Nc1cccc(C(F)(F)F)c1)=C(\C)O
 : -7 | -2 | 5 | 22 | 0.8 | . | 8 | 6 | -5
COc1ccc(CN(C(=O)Cn2nnc3ccccc32)C(C(=O)NC(C)(C)C)c2ccco2)cc1 (stereo not drawn)
 : 6 | 3 | -3 | -2 | 1 | -2 | 1 | -2 | 15
CCOC(=O)c1sc(NC(=S)NC(=O)CC(C)C)cc1C
 : -7 | 16 | 4 | -8 | 1.1 | . | 10 | -16 | 7
Cc1cc(NCCN2CCOCC2)n2ncc(-c3ccccc3)c2n1
 : -3 | -2 | 7 | 25 | 0.7 | 0 | 12 | -1 | -1
COc1ccc(NC(=O)CN2CCN(CC(=O)Nc3ccccc3F)CC2)c(OC)c1
 : -9 | 0 | -1 | 71* | 0.3 | 4 | 14 | -3 | -17
O=C(NN1c2ccccc2CCc2ccccc21)c1ccccc1Br
 : -1 | -2 | -1 | 20 | 0.8 | . | 12 | 4 | -7
Cc1nn(C)c(C)c1S(=O)(=O)NC1CCCC1
 : -3 | 8 | 4 | -1 | 1 | 3 | 6 | -10 | -31
CCCCNc1nc2ccccc2nc1NS(=O)(=O)c1cccs1
 : -7 | -10 | 1 | 32 | 0.7 | 3 | 5 | 9 | -2
O=C(CCS(=O)(=O)c1cccs1)Nc1ccc(C(=O)NCc2ccc(F)cc2)cc1
 : 13 | 2 | 9 | 25 | 0.7 | 1 | 2 | 0 | -17
CC(CCc1ccccc1)NC(=O)c1nnc(Cc2ccc(Cl)cc2)o1 (stereo not drawn)
 : -16 | 6 | -8 | 15 | 0.8 | 8 | 14 | -6 | -11
COc1ccc(-c2noc(CCC(=O)NCc3cc(Br)ccc3OC)n2)cc1
 : 7 | 8 | -2 | 0 | 1 | 9 | 16 | -7 | -1
CCCn1c(SCC(=O)Nc2cccc(C(=O)OC)c2)nnc1-c1cccnc1
 : -9 | -2 | -2 | 51* | 0.5 | 3 | 4 | 1 | 14
Nc1sc2c(c1C(=O)c1ccccc1)CCCC2
 : -9 | -2 | -3 | 17 | 0.8 | . | 4 | 4 | 25
CCCCOC(=O)Nc1cccc(Cl)c1C
 : -7 | 3 | 3 | 30 | 0.7 | 4 | 10 | -2 | -21
COC(=O)C1=C(C)N=C2SC(C#N)=C(N)N2C1c1cc(OC)c(OC)c(OC)c1 (stereo not drawn)
 : -2 | -4 | 9 | 93* | 0.1 | . | 11 | 10 | -34
COc1ccc(NC(=O)CCc2ccccc2)cc1NC(=O)c1ccco1
 : -12 | 2 | -4 | 66* | 0.3 | 10 | 4 | -7 | -14
CCOc1cc(CNCC2CCCO2)cc(Br)c1OCC(N)=O (stereo not drawn)
 : 0 | -5 | -1 | 0 | 1 | 5 | 2 | 5 | -5
Cc1ccc(-n2c(CNc3ccc(F)cc3)nnc2SCC(=O)N2CCCC2)cc1
 : 4 | 6 | -5 | -3 | 1 | 5 | -1 | -9 | -14
COc1ccc(N2CCN(C(=S)Nc3cc(C)cc(C)c3)CC2)cc1
 : -6 | 20 | -7 | -3 | 1 | . | -1 | -17 | 19
O=C(CSc1nnc(-c2cccnc2)o1)c1cc2ccccc2oc1=O
 : -17 | -4 | 6 | 70* | 0.3 | -2 | 2 | 2 | -10
O=C(CCC1COc2ccccc2O1)NCc1ccco1 (stereo not drawn)
 : -4 | 5 | 0 | 19 | 0.8 | 7 | -3 | -5 | 1
CCOc1ccc(-n2c(N)c(C(=O)NCc3ccco3)c3nc4ccccc4nc32)cc1
 : -16 | -1 | -1 | 26 | 0.7 | 0 | 11 | 1 | 2
Cc1noc(C)c1S(=O)(=O)N1CCC(C(=O)N2CCC(N3CCCCC3)CC2)CC1
 : -9 | -1 | . | 3 | 1 | 22* | . | -1 | -3
Cc1ccc(Cl)cc1N1CCN(CC(=O)Nc2ccc3[nH]c(=O)[nH]c3c2)CC1
 : -12 | -6 | 1 | -21 | 1.2 | 4 | 9 | 7 | -5
CS(=O)(=O)N1CCN(c2ccc(NC(=O)Cc3ccccc3)cc2)CC1
 : -15 | -14 | 3 | 4 | 1 | . | 1 | 13 | -9

The list goes on:
Each structure is followed by: PLK1 inh | LYP act | EphB4 antag | CYP2C9 inhib | CYP2C9 activ | Calb biofilm kill | Rev-RRE block | PTPN22 inh 2 | PLK1 PBD inh
Cc1ccc2c(c1)-c1c(ssc1=S)C(C)(C)N2C(=O)CSc1nncn1C
 : -2 | -5 | -9 | 43 | 0.6 | 7 | -2 | 3 | 9
Cc1cc(C(=O)N2CCN(c3cccc(Cl)c3)CC2)c(C)o1
 : -7 | -8 | 10 | 60* | 0.4 | 8 | 12 | 7 | 5
COc1ccc(N(C(=O)c2cccc(OC)c2OC)C2C=CS(=O)(=O)C2)c(OC)c1 (stereo not drawn)
 : -11 | -11 | 0 | -14 | 1.1 | . | 6 | 14 | -16
O=C(Nc1ccc(S(=O)(=O)NCCc2ccccc2)cc1)c1ccco1
 : -6 | -9 | 2 | 95* | 0.1 | 6 | 9 | 9 | -13
Cc1cc2sc(C(=O)O)c(C)c2s1
 : -11 | 6 | -2 | . | . | 5 | 9 | -6 | -2

Just Rev-RRE block, CYP2C9 activ and PLK1 inh (four entries from above):
| SMILES | Rev-RRE block | CYP2C9 activ | PLK1 inh |
| --- | --- | --- | --- |
| COc1ccc(NC(=O)CCc2ccccc2)cc1NC(=O)c1ccco1 | 4 | 0.3 | -12 |
| CCOc1cc(CNCC2CCCO2)cc(Br)c1OCC(N)=O (stereo not drawn) | 2 | 1 | 0 |
| Cc1ccc(-n2c(CNc3ccc(F)cc3)nnc2SCC(=O)N2CCCC2)cc1 | -1 | 1 | 4 |
| COc1ccc(N2CCN(C(=S)Nc3cc(C)cc(C)c3)CC2)cc1 | -1 | 1 | -6 |
